S1P3 antagonist = blocks the human S1P3 receptor; 170,000 compounds, 0.27% hits; AID 485; CHO S1P3 NFAT-BLA reporter, FRET fluorescence, antagonist mode; Q99500; inhibition, % at 4.98 µM;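 active = inhibition above the plate cutoff, the mean inhibition of test wells on that plate plus 3 SD, cut at about 28% in these data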;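 note: cells challenged with S1P at its EC80 of 0.8 µM; blue over green emission ratio from cleaved BLA substrate after 4 h stimulation; 0% = S1P-stimulated wells and 100% = unstimulated DMSO-only wells; some compounds past the cut are filed as inactive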
Target sequence (Q99500 whole entry, looked up): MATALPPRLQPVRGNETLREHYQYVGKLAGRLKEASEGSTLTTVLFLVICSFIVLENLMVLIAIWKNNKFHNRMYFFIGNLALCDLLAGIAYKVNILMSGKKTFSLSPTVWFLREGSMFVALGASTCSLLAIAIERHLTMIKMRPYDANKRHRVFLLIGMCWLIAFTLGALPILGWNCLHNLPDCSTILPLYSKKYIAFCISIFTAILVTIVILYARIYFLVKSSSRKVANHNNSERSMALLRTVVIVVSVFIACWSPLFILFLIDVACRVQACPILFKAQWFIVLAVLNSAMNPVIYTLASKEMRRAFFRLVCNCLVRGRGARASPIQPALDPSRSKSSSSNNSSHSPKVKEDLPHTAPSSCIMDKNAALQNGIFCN
The depositor's hits bear a star.

S1P3 antagonist	Molecule
0	Cc1cccc(CN2CCC(CNC(=O)CSc3cc(=O)n(C)c4cc(Cl)ccc34)CC2)c1
4	COC(=O)c1c(C)oc(C)c1S(=O)(=O)NC(C)(C)C
-10	CN(Cc1ccccc1Cl)C(=O)c1cnccc1C(F)(F)F
-6	COc1ccc(NS(=O)(=O)c2ccc3oc(=S)[nH]c3c2)cc1
-14	CCCn1nnc(NC(=O)/C=C/c2ccc(C(C)C)cc2)n1
-68	COc1cc2nc(NCCN3CCOCC3)n3nc(-c4ccccc4)nc3c2cc1OC
-1	N#C/C(=C(/O)c1cccs1)c1nc2ccccc2[nH]1
0	O=[N+]([O-])c1cccc(-c2ccn[nH]2)c1

Taken from the entries so far for reference:
S1P3 antagonist	Molecule
-14	CCCn1nnc(NC(=O)/C=C/c2ccc(C(C)C)cc2)n1
-68	COc1cc2nc(NCCN3CCOCC3)n3nc(-c4ccccc4)nc3c2cc1OC
-1	N#C/C(=C(/O)c1cccs1)c1nc2ccccc2[nH]1
0	O=[N+]([O-])c1cccc(-c2ccn[nH]2)c1

(listing goes on)
S1P3 antagonist	Molecule
-16	CN(C(=O)CC1C(=O)NCCN1Cc1ccc(F)cc1)C1CCOCC1 (stereo not drawn)
-7	COC(=O)Cc1[nH]nc2c1C(c1cc(OC)c(OC)c(OC)c1)C(C#N)=C(N)O2 (stereo not drawn)
4	O=C(N/N=C/c1ccc(-c2ccccc2)o1)c1ccccc1O
6	O=C(O)C1CCC(NSc2ccccc2[N+](=O)[O-])CC1 (stereo not drawn)
-8	COc1ccccc1N1CCN(C(=O)c2c(C)noc2C)CC1
2	O=C1CN(c2cc(Cl)cc(Cl)c2)C(=O)CN1/N=C/c1cccnc1
2	CSc1n[nH]c(=O)n1-c1ccc(Cl)cc1
-8	CN(C)CCOC(=O)/C(=C/c1cn(C)c2ccccc12)NC(=O)c1ccccc1

S1P3 antagonist	Molecule
2	CCOC(=O)c1c(NC(=O)Nc2ccc(C)cc2)sc2c1CCN(C)C2
-14	COc1ccc(C2=NOC(CNC(=S)N3CCOCC3)C2)cc1 (stereo not drawn)
-6	N#C/C(=C\c1ccc(-c2ccc([N+](=O)[O-])cc2)o1)C(=O)Nc1nc(-c2cccs2)cs1
-6	Cc1sc2nc(COC(=O)c3cccc(OC(F)F)c3)[nH]c(=O)c2c1C
3	Cc1ccc(-c2nc(=S)c3c(n2Cc2cccnc2)CC(C)(C)OC3)cc1
0	CC(C)n1cc(-c2nc(C(=O)NN)cs2)c(=O)n(Cc2ccccc2)c1=O
23	Cc1ccc(N2C(=O)c3ccccc3C2C(=O)c2ccc(C)c(C)c2O)cc1 (stereo not drawn)
2	Oc1ccccc1C=NCCN=Cc1ccccc1O

S1P3 antagonist	Molecule
21	O=C(OCC(=O)N1CCOCC1)c1ccc2[nH]c3c(c2c1)CCCC3
-1	O=C(NC(=S)Nc1ccc(CN2CCOCC2)cc1)c1ccco1
4	COc1ccc(NC(=S)NNC(=S)Nc2cccc(C(F)(F)F)c2)cc1
-14	COc1ccccc1C1(CCN=Cc2ccc(N(C)C)cc2)CCOC(C)(C)C1 (stereo not drawn)
0	O=c1[nH]c2ccccc2c2nc(-c3cccc(S(=O)(=O)N4CCCC4)c3)nn12
9	COc1ccc(Oc2cccc(Cl)c2CNC(=O)CSCC(=O)O)cc1
-14	OC1NC(=S)N(c2ccccc2)C1O (stereo not drawn)
-1	CN(C)S(=O)(=O)c1cccc(NC(=O)COC(=O)CNC(=O)c2cccc([N+](=O)[O-])c2)c1

S1P3 antagonist	Molecule
3	Cc1cc(NC(=O)CC#N)n(-c2nc3ccccc3[nH]2)n1
-6	FC(F)(F)c1ccnc(Sc2n[nH]c(C(F)(F)F)n2)c1
-24	Cc1nc(CC(=O)c2ccc(O)c(C)c2O)cs1
17	CC(C)c1ccc(C(O)Cc2nc3ccccc3n2C)cc1 (stereo not drawn)
-6	Cc1nnc(NC(=O)CSc2nc(N)c(NC(=O)c3cccs3)c(=O)[nH]2)s1
-14	COc1ccccc1N(CC(=O)Nc1cc(C)on1)S(=O)(=O)c1cccs1
-25	CN(C)c1cc[n+](CC(=O)Nc2ccc(OC(F)F)cc2)cc1
-11	CC(C)N(Cc1ccccc1)C(=S)Nc1ccccc1F

Sorted by molecular weight (descending): part of the list above.
S1P3 antagonist	Molecule
-11	CC(C)N(Cc1ccccc1)C(=S)Nc1ccccc1F
17	CC(C)c1ccc(C(O)Cc2nc3ccccc3n2C)cc1 (stereo not drawn)
-24	Cc1nc(CC(=O)c2ccc(O)c(C)c2O)cs1

(listing goes on)
S1P3 antagonist	Molecule
3	Oc1ccccc1/C=N/[n+]1ccccc1
-4	Cc1ccc(-c2cnco2)cc1
2	S=C1N(c2ccccc2)CN(C2CCCCC2)CN1c1ccccc1
-4	Nc1nc(NCc2ccco2)nc(NC2CCCCC2)c1[N+](=O)[O-]
-9	CCOc1ccc(Nc2nc3ccccc3n3cnnc23)cc1
-1	CN(C)c1ccc(/C=C/C(=O)c2cc(Cl)ccc2O)cc1
-4	CC(=O)N1c2ccccc2C(C)=CC1(C)C
11	C=CCN(CC=C)C(=O)c1cccc(S(=O)(=O)N2c3ccccc3CC2C)c1 (stereo not drawn)

S1P3 antagonist	Molecule
-9	Fc1cc2[nH]c(=S)[nH]c2cc1Cl
10	CC(C)C(=O)N=c1sc2cccc(F)c2n1C
5	CC(=O)Nc1cccc(NC(=O)CSc2nnnn2-c2ccc3c(c2)OCO3)c1
-21	CNc1nc(-c2cccs2)cc(C(F)(F)F)c1C#N
-12	O=C(CCCOc1ccc(Cl)cc1Cl)Nc1ccccc1C(=O)O
6	N=C1C(c2nc3ccccc3[nH]2)=C(O)CN1C1CCCCC1
-1	Cn1ccc(CC(=O)N2CCC(N3CCC(C(=O)N4CCCC4)CC3)CC2)c1
-14	CCCC1C(=O)N(Cc2ccccc2)C(=O)CC1C (stereo not drawn)

S1P3 antagonist	Molecule
1	COc1ccc(CCNC(=S)NC(=O)c2cc(OC)c(OC)c(OC)c2)cc1OC
5	Cc1ccc2c(c1)C1CN(C)CCC1N2Sc1ccccc1[N+](=O)[O-] (stereo not drawn)
-7	Cc1ccc(-c2nn(C)c(=O)c3ccccc23)cc1CN1CCCCC1
7	O=S(=O)(c1ccc(-c2ccon2)s1)N1CCOCC1
-5	Cc1cc(N2C(=O)[C@@H]3[C@H](C2=O)[C@@H]2C[C@H]3C(Br)C2Br)no1 (stereo partly drawn)
-17	Fc1cc2[nH]cnc2cc1Cl
-7	CCCN1CNC(=S)N(c2cccc(C)c2)C1
2	Cc1cccc2c1NC1(CCCC1)CC2C (stereo not drawn)

S1P3 antagonist	Molecule
3	CC(=O)Nc1ccc(Br)c(Cl)c1
12	O=C(CCC1CCCC1)Nc1cccn(Cc2ccccc2Br)c1=O
-2	CCCN(Cc1cc2cc(OC)ccc2[nH]c1=O)C(=O)c1ccco1
2	COc1cc(NC(=O)N[C@@H](CCSC)C(=O)O)cc(OC)c1
-8	O=C1c2oc3ccccc3c(=O)c2C(c2ccc(Br)cc2)N1c1ncccn1 (stereo not drawn)
-6	CCOc1cccc(/C=C2\NC(=S)N(c3ccccc3)C2=O)c1O
-1	NC(=O)/C(=C/c1cccnc1)NC(=O)c1ccccc1
-5	COC(=O)C(C(=O)OC)C(c1ccccc1)C(C(=O)c1ccccc1)[N+](=O)[O-] (stereo not drawn)

Quoted from the listing.
O=C1c2oc3ccccc3c(=O)c2C(c2ccc(Br)cc2)N1c1ncccn1 (stereo not drawn) in S1P3 antagonist is listed with -8
O=C(CCC1CCCC1)Nc1cccn(Cc2ccccc2Br)c1=O in S1P3 antagonist is listed with 12
NC(=O)/C(=C/c1cccnc1)NC(=O)c1ccccc1 in S1P3 antagonist is listed with -1
COc1cc(NC(=O)N[C@@H](CCSC)C(=O)O)cc(OC)c1 in S1P3 antagonist is listed with 2
CCOc1cccc(/C=C2\NC(=S)N(c3ccccc3)C2=O)c1O in S1P3 antagonist is listed with -6
COC(=O)C(C(=O)OC)C(c1ccccc1)C(C(=O)c1ccccc1)[N+](=O)[O-] (stereo not drawn) in S1P3 antagonist is listed with -5
CCCN(Cc1cc2cc(OC)ccc2[nH]c1=O)C(=O)c1ccco1 in S1P3 antagonist is listed with -2

The list goes on.
S1P3 antagonist	Molecule
-6	CC1(c2ccc(Cl)cc2)NC(=S)N2C1NC(=S)N2c1ccccc1 (stereo not drawn)
-12	CC(/C=C1\SC(=S)N(CC(=O)O)C1=O)=C\c1ccccc1
0	Nc1nn(-c2ccccc2)nc1C(=O)OCc1ccccc1
-14	O=C(CN1CCN(c2ccccn2)CC1)Nc1cccc(S(=O)(=O)N2CCOCC2)c1
-9	CC(C)n1c(=S)[nH]c2scc(-c3cccs3)c2c1=O
-4	CC/C(C)=N/Nc1nc(-c2cc3cccc(OC)c3oc2=O)cs1
3	COc1ccccc1N1CCN(CC(=O)c2c[nH]c3ccccc23)CC1
-7	COc1ccccc1NC(=O)NCCN1CCNC1=O

S1P3 antagonist	Molecule
-10	O=C(CCC1CCCN(Cc2cccc(Cl)c2)C1)NCc1ccccc1F (stereo not drawn)
-8	Cc1cccc(C)c1N1C(=O)CC(N2CCSCC2)C1=O (stereo not drawn)
-6	Nn1c(SCC(=O)NC2CCS(=O)(=O)C2)nnc1-c1cccs1 (stereo not drawn)
1	Cc1[nH]n(C)c(=O)c1C(=O)c1c(-c2c(Cl)cccc2Cl)noc1C
-9	C=CCNC(=S)Nc1cccc([N+](=O)[O-])c1
-2	COc1ccc(-c2cc3ccccc3[nH]2)cc1
-9	O=C(COc1cc(Cl)c(Cl)cc1Cl)Nc1ccc([N+](=O)[O-])cc1Cl
-7	COc1ccc(-c2n[nH]c(=S)n2/N=C/c2cccn2C)cc1

S1P3 antagonist	Molecule
-1	COc1ccc(C(=O)CN2C(=O)c3ccccc3C2=O)cc1
-5	Cc1nn(-c2ccccc2)c(Cl)c1/C=N/NC(=O)c1ccncc1
-11	Cc1nc(NC(=O)c2ccccc2)sc1-c1csc(Nc2ccc(C(=O)O)cc2)n1
5	CC(C)c1ccccc1NC(=O)Nc1ccc(F)cc1F
0	O=C(O)c1ccc(N/N=C/c2ccnc3ccccc23)cc1
-8	Cc1cccc(C)c1NC(=S)NCc1ccncc1
-6	COc1ccc(OCC(=O)NCCCn2ccnc2)cc1
-7	O=C(/C=C/c1ccco1)Nc1ccc(CN2CCOCC2)cc1

S1P3 antagonist	Molecule
11	CC(C)(C)c1ccc(C2C(C#N)=C(N)Oc3n[nH]c(-c4cccnc4)c32)cc1 (stereo not drawn)
-8	O=c1c2nncn2c2cc(C(F)(F)F)ccc2n1CCNc1ncc(C(F)(F)F)cc1Cl
1	Cc1oc(S(=O)(=O)N2CCCCC2)cc1NC(=O)Nc1ccc(Cl)cc1
5	Cc1onc(-c2ccccc2)c1C(=O)N/N=C/c1cccs1
14	Cc1cc(C)n2nc(N)c(N=Nc3ccccc3)c2n1
2	NC(=O)c1ccc[n+](CC(=O)c2ccc(F)cc2)c1
-2	Cc1cc(C(=O)NNS(=O)(=O)c2ccccc2C(F)(F)F)nn1C(C)(C)C
-4	COc1cccc(/C=N/n2c(-c3cc(C)[nH]n3)n[nH]c2=S)c1

S1P3 antagonist	Molecule
-2	CN1N=C2c3ccccc3CCC2C1c1ccc(Cl)cc1 (stereo not drawn)
-3	O=C1CN(C(=O)c2cccc(S(=O)(=O)N3CCCC3)c2)c2ccccc2N1
3	O=C(N/N=C/c1ccc(Br)s1)c1cccs1
6	O=C(O)c1cccc(NC2=C(N3CCOCC3)C(=O)c3ccccc3C2=O)c1
-3	O=C(O)c1cc(O)ccc1N=Nc1ccccc1
-21	CN(Cc1cnccn1)C(=O)CC1C(=O)NCCN1Cc1c(F)cccc1Cl (stereo not drawn)
-14	COc1ccc(/C=C/C(=O)C2(O)CCCCC2)cc1
-17	O=C(Oc1ccccc1C(=O)N1CCOCC1)c1ccc(F)cc1

Four of the compounds above, field by field.
O=C1CN(C(=O)c2cccc(S(=O)(=O)N3CCCC3)c2)c2ccccc2N1
  S1P3 antagonist = -3

CN(Cc1cnccn1)C(=O)CC1C(=O)NCCN1Cc1c(F)cccc1Cl (stereo not drawn)
  S1P3 antagonist = -21

COc1ccc(/C=C/C(=O)C2(O)CCCCC2)cc1
  S1P3 antagonist = -14

CN1N=C2c3ccccc3CCC2C1c1ccc(Cl)cc1 (stereo not drawn)
  S1P3 antagonist = -2

The list goes on.
S1P3 antagonist	Molecule
-8	O=C(N/N=C/c1ccc([N+](=O)[O-])cc1)c1cc2ccccc2o1
-4	O=C(CSc1nc2ccccc2n1Cc1ccccc1)N/N=C/c1ccccc1C(=O)O
-7	CN(C)C(=O)c1ccc(OCC(F)(F)F)nc1
6	C=CCNC(=S)N1CCN(CCNC2=CC(=O)CC(C)(C)C2)CC1
-11	c1ccc(CCNc2nc(-c3ccccn3)nc3ccccc23)cc1
-3	O=C1/C(=C/c2cccnc2)SC(=S)N1Nc1ccccc1
-4	COc1ccc(CCN2C(=O)CC(C(N)=O)SC2=Nc2ccccc2)cc1 (stereo not drawn)
-7	CN(C(=O)c1c[nH]c(=O)cc1C(F)(F)F)c1ccc(Cl)c(Cl)c1

S1P3 antagonist	Molecule
7	CC(C)OC(=O)C(C)Nc1ccc(F)c(Cl)c1 (stereo not drawn)
5	Cc1cccc(C)c1OCC(=O)N(Cc1ccc(N(C)C)cc1)C1CCS(=O)(=O)C1 (stereo not drawn)
-2	N#CCCN(CCC#N)C(=S)NC1CC2C=CC1C2 (stereo not drawn)
-3	COc1ccc(/C=C/c2nnc(NC(=O)COc3ccccc3)s2)cc1
-22	Cc1nc2sc(C(=O)Nc3ccccc3Cc3ccccc3)c(C)c2c(=O)[nH]1
5	CC(C)C[C@H](NC(=O)CCCn1nnc2ccccc2c1=O)C(=O)O
9	Cc1csc(NC(=O)c2ccc(C(=O)Nc3nc(C)cs3)cc2)n1
7	O=C(Nc1cccc(S(=O)(=O)N2CCCCC2)c1)c1ccc2ncsc2c1

S1P3 antagonist	Molecule
-127	COc1cc(C2c3sc(=O)[nH]c3SC3C(=O)N(c4ccc(C)cc4)C(=O)C32)ccc1O (stereo not drawn)
-1	O=C1NCCCCC1NS(=O)(=O)c1ccc(F)c(F)c1 (stereo not drawn)
-1	O=C(CN1CCN(c2ccc([N+](=O)[O-])cc2Cl)CC1)N1CCOCC1
-15	COc1ccc(/C=N/NC(=O)c2ccncc2)cc1CN1CCOCC1

Assay outcomes: PubChem BioAssay, The Scripps Research Institute Molecular Screening Center

Some of the compounds tested, so the mix of outcomes need not match the whole.
